MgcRacGAP inhibition – MgcRacGAP GTPase-activating activity inhibitors, confirmation, biochemical, ADP Hunter fluorescence; MgcRacGAP-stimulated Rac1 GTP hydrolysis, ADP Hunter fluorescence; higher % means a stronger effect; GST-tagged Rac1 F28L mutant substrate; inhibition, % at 30 µM; hits with a dose series show IC50 in µM; hit rate 0.6% among 340,000;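 active means first-screen hits whose inhibition reached a set limit at any dose in the follow-up dose series; inconclusive means inhibition above the set first-screen limit but never retested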;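 further: fluorescence reports GDP produced by GAP-driven GTP hydrolysis; strong numbers were not always called active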
CSM14.1 death rescue – rescue of cells from ER stress-induced death, primary screen, 384-well, CSM14.1, thapsigargin, ATP luminescence (AID 1222) | CSM14.1 thapsigargin-induced death rescue, ATP luminescence; higher % means a stronger effect | one-dose cellular ATP content (survival), % at 20 µM; EC50 in µM for titrated hits | 190,000 tested, under 10 active;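 active means EC50 below 50 µM in the dose-response confirmation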;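 further: death triggered by thapsigargin at about 15 µM added after 2 h compound pretreatment; cell ATP read after overnight thapsigargin exposure of roughly 18 to 22 hours; normalized against plate controls of thapsigargin alone and 5% DMSO vehicle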
GPR35 antagonists – inhibition of zaprinast-stimulated GPR35 beta-arrestin translocation – imaging, U2OS, beta-arrestin-GFP, zaprinast agonist, primary screen (AID 2058) | U2OS GPR35 beta-arrestin-GFP translocation imaging, zaprinast antagonism; higher % means a stronger effect | inhibition, % at 10 µM, or IC50 in µM where a hit was titrated | hit rate 0.052% among 290,000;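 active means inhibition of at least 50% with at least 30 cells and total cytoplasm GFP at most 10,000,000; inconclusive means under 30 cells or total GFP of 10,000,000 plus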
PhoP inhibition – PhoP-dependent GFP reporter repression – Salmonella Typhimurium, primary screen (AID 1863) | S. Typhimurium PhoP-regulated promoter GFP reporter, 4 h; higher % means a stronger effect | one-dose inhibition, % at 50 µM; IC50 in µM for titrated hits | hit rate 0.16% among 300,000;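 active means inhibition over 29.93%, a cutoff 3 SD above the screen mean, later confirmed by dose response; inconclusive means inhibition over 29.93% but no dose response follow-up; inactive means inhibition at most 29.93% or unconfirmed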;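 further: 0% = low Mg2+ inducing control and 100% = high Mg2+ repressing control; strong numbers were not always called active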
SV40 large T antigen – TAg ATPase/helicase activity blockers – biochemical (AID 1903) | one-dose inhibition, % at 20 µM; IC50 in µM for titrated hits | hit rate 0.39% among 310,000 | SV40 large T antigen ATPase/helicase inhibition assay; higher % means a stronger effect; in the data active means a potency from the dose series; inconclusive means inhibition mostly from about 32% at the one dose, without a potency; inactive means the rest, 99 in 100 with inhibition below about 32%; further: strong numbers were not always called active
LYP inhibition – inhibitors of LYP phosphatase, biochemical, fluorescence intensity, uHTS (AID 1779); recombinant LYP phosphatase, fluorescence intensity; higher % means a stronger effect; inhibition, % at 11.5 µM, or IC50 in µM where a hit was titrated; hit rate 0.054% among 290,000; in the data active means inhibition above about 50%;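 further: plate controls were vehicle with enzyme for no effect and no enzyme for full effect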
West Nile virus CPE – inhibition of WNV-induced cytopathic effect – cell-based, CPE readout (AID 1621). West Nile virus-infected cells, CPE inhibition; higher % means a stronger effect. CPE inhibition, % at 10 µM; hits with a dose series show IC50 in µM. hit rate 0.02% among 290,000; in the data active means a potency from the dose series; inconclusive means CPE inhibition mostly from about 3.7% at the one dose, without a potency; inactive means the rest, 99 in 100 with CPE inhibition below about 2.2%; further: strong numbers were not always called active
Dengue-2 NS5 capping – flavivirus cap methylation enzyme inhibition – biochemical, confirmation dose response, primary screen (AID 588689); Dengue-2 NS5 methyltransferase capping enzyme assay, biochemical; higher % means a stronger effect; inhibition, % at 25 µM; hits with a dose series show IC50 in µM; hit rate 0.3% among 340,000; in the data active means a potency from the dose series; inconclusive means inhibition above about 29% without an active follow-up result
RSV antiviral HEp-2 – inhibition of RSV-induced cytopathic effect – HEp-2 cells, primary 10 µM value included (AID 2391); HEp-2 cells, RSV-induced CPE inhibition; higher % means a stronger effect; CPE inhibition, % at 10 µM, or IC50 in µM where a hit was titrated; hit rate 0.13% among 310,000; in the data active means a potency from the dose series; inconclusive means CPE inhibition mostly from about 23% at the one dose, without a potency; inactive means the rest, 99 in 100 with CPE inhibition below about 21%; further: strong numbers were not always called active
Dengue-2 NS5 capping pilot replicate – further read-out of Dengue-2 NS5 capping, marked with its call; inhibition, %; measured here: pilot screen replicate inhibition
* = called active by the depositor; ? = inconclusive; nt = no result given; & = joins results of further samples.

SMILES	MgcRacGAP inhibition	CSM14.1 death rescue	GPR35 antagonists	PhoP inhibition	SV40 large T antigen	LYP inhibition	West Nile virus CPE	Dengue-2 NS5 capping	RSV antiviral HEp-2	others
COc1cc(Cl)c(S(=O)(=O)n2cnc(C)c2)cc1Cl	5%	-1.3%	18%	-7%	5%	1%	-0.4%	1%	1.5%
CCc1cccc(CC)c1NC(=O)/C(C#N)=C/c1ccccc1C(F)(F)F	6%	-4.2%	5%	2%	-4%	4%	?	-22%	-2.2%
CC1CCN(S(=O)(=O)c2ccc3c(c2)c(=O)c(C(=O)NCc2ccco2)cn3C)CC1	0%	-0.4%	-1%	6%	7%	11%	-1.0%	2%	2.5%
COc1ccc(NC(=O)c2sc3nc(N4CCOCC4)c4c(c3c2N)CC(C)(C)OC4)cc1	7%	nt	-16%	-1%	15%	-14%	-0.9%	1%	3.1%
O=C(NNc1cccc(Cl)n1)c1cccnc1Cl	1%	-2.4%	9%	1%	-7%	-6%	-0.3%	-11%	1.2%
O=C1c2ccccc2C(=O)N1CC(O)Cn1nnc2ccccc21 (stereo not drawn)	0%	-2.3%	0%	-6%	8%	2%	0.1%	4%	0.0%
COC(=O)C1(C(=O)OC)NOC2C(=O)N(N(C)c3ncc(C(F)(F)F)cc3Cl)C(=O)C21 (stereo not drawn)	5%	-5.8%	-10%	8%	4%	-7%	0.6%	nt	2.8%
CN(C)S(=O)(=O)c1ccc(N2CCCC2)c(C(=O)OCC(=O)NC2CCCCC2)c1	2%	nt	nt	1%	7%	nt	nt	-5%	0.8%
c1ccc2c(c1)nc1n2CCN1CCNC1CCCCC1	12%	-2.2%	-5%	16%	4%	0%	-0.1%	-1%	-0.2%
CSc1nc(C)cc(OCCNS(=O)(=O)c2cc(C)ccc2C)n1	2%	nt	-16%	-3%	-2%	-5%	-0.7%	2%	0.1%
COc1ccc(CN2CC(C(=O)NCCc3ccccc3)CC2=O)cc1 (stereo not drawn)	8%	-1.5%	-2%	-3%	19%	0%	0.3%	-6%	-0.9%
Cc1ccc2[nH]c3c(c2c1)CN(C(=O)CN1CCCCC1)CC3	nt	nt	2%	1%	9%	-8%	0.3%	nt	-0.7%
Cc1ccccc1CNC(=O)CN(c1ccccc1Cl)S(C)(=O)=O	12%	nt	31%	6%	-2%	-6%	-0.5%	-2%	-0.6%
Cc1cc(C)c(NC(=O)CCCCCNC2CCCCC2)c(C)c1	0%	nt	8%	-5%	15%	-7%	-1.3%	-2%	-0.5%
COc1cc(-c2n[nH]c(=S)n2Cc2ccccc2)cc(OC)c1OC	16%	nt	7%	1%	0%	-4%	0.1%	-10%	0.8%
O=C(Nc1cccnc1)C1CC(c2ccc(Cl)c(Cl)c2)=NO1 (stereo not drawn)	1%	-1.7%	-3%	-5%	20%	0%	0.4%	2%	18%
CCCc1nc(C)c(-c2ccc(OC)c(OC)c2)c(=O)[nH]1	8%	2.3%	-1%	-2%	3%	-4%	0.1%	3%	2.8%
CCC(=O)Nc1cccc(NC(=O)CN2CCN(c3ccccc3OC)CC2)c1	10%	-1.5%	4%	-11%	17%	-6%	0.1%	8%	1.3%
CCCCN(C)/C=N/c1c(C#N)cnn1-c1ccc(C)cc1	3%	-1.2%	-2%	18%	8%	-5%	-0.8%	-5%	-1.0%
Cc1nc2ccc(Br)cn2c1C(=O)N/N=C\c1ccccc1[N+](=O)[O-]	nt	0.4%	4%	-5%	-1%	-2%	-0.3%	nt	0.7%
Cc1ccc(SCc2cc(=O)[nH]c(N3CCN(C)CC3)n2)cc1	1%	-0.7%	-5%	-10%	4%	-9%	0.2%	-2%	-0.5%
O=C(COc1coc(CN2CCc3ccccc3C2)cc1=O)N1CCOCC1	6%	nt	nt	-6%	16%	nt	nt	3%	-1.7%
CCOC(=O)c1sc(N2C(=O)C(O)=C(C(=O)c3ccc(C)o3)C2c2ccc(OC)c(OC)c2)nc1C (stereo not drawn)	12%	nt	-16%	-6%	29%	-1%	-0.4%	-1%	10%
Cc1ccc(-c2csc3ncnc(N4CCN(C(=O)c5ccccc5)CC4)c23)cc1	13%	2.4%	-1%	-3%	5%	8%	1.7%	-12%	12%
Cc1ccc(CNC(=O)CCCC(=O)O)cc1	4%	0.3%	6%	-9%	7%	-8%	-0.1%	-12%	0.8%

The closing 2 entries of the part above are carried over, then new ones follow.
SMILES	MgcRacGAP inhibition	CSM14.1 death rescue	GPR35 antagonists	PhoP inhibition	SV40 large T antigen	LYP inhibition	West Nile virus CPE	Dengue-2 NS5 capping	RSV antiviral HEp-2	others
Cc1ccc(-c2csc3ncnc(N4CCN(C(=O)c5ccccc5)CC4)c23)cc1	13%	2.4%	-1%	-3%	5%	8%	1.7%	-12%	12%
Cc1ccc(CNC(=O)CCCC(=O)O)cc1	4%	0.3%	6%	-9%	7%	-8%	-0.1%	-12%	0.8%
CCOc1cc(N2CCOCC2)c(OCC)cc1NC(=O)COC(=O)[C@H](Cc1c[nH]c2ccccc12)NC(C)=O	16%	-1.7%	14%	-7%	11%	-6%	0.7%	-2%	1.6%
COc1cccc2c1-c1c(O)cccc1C2=O	7%	nt	14%	6%	9%	-8%	-1.0%	10%	0.0%	Dengue-2 NS5 capping pilot replicate=6.4
CC1=C(C(=O)Nc2ccccc2C(F)(F)F)C(c2sccc2C)NC(=S)N1 (stereo not drawn)	7%	-0.1%	-3%	14%	33%	2%	-1.3%	-1%	-1.7%
COc1ccc(CCNC(=O)c2c(C)cc(=O)oc2C)cc1OC	5%	1.5%	3%	4%	13%	-5%	-0.2%	-4%	2.0%
CN(C)C(=O)N1CCC(C(=O)NCc2ccc(F)cc2Cl)CC1	-3%	1.5%	-7%	-10%	0%	-8%	-0.4%	-3%	-0.4%
N#CCN1C(=O)C2CCCN2c2ccc(S(=O)(=O)N3CCOCC3)cc21 (stereo not drawn)	10%	-1.5%	-6%	-11%	19%	-4%	0.2%	0%	1.1%
O=C(Nc1nncs1)C1(c2ccccc2)CCCC1	4%	-0.5%	2%	3%	1%	-4%	0.2%	-10%	0.8%
CC(=O)Nc1ccc(S(=O)(=O)NCc2nnnn2-c2ccc(F)cc2)cc1	3%	nt	nt	3%	5%	nt	nt	-6%	0.5%
Cc1c(CCOC(=O)CC23CC4CC(CC(C)(C4)C2)C3)sc[n+]1Cc1ccc([N+](=O)[O-])cc1	3%&9%	-2.3%	-15%	17%	16%	4%	-1.2%	6%&-9%	0.8%
CC1CC1C(=O)NCCc1ccc(Cl)cc1 (stereo not drawn)	3%	-1.0%	2%	-3%	5%	-1%	-0.4%	-11%	0.6%
Cc1ccc(-c2noc(CSc3nnc(-c4ccccc4)n3C)n2)cc1	-5%	-2.4%	11%	11%	2%	-5%	-0.6%	-10%	1.0%
Cc1nn2c(N3CCOCC3)cc(C(C)(C)C)nc2c1-c1ccc(Cl)cc1	2%	nt	-9%	nt	nt	-12%	-0.1%	-5%	nt
O=S(=O)(Nc1cccc(-n2cnnn2)c1)c1ccc(Cl)cc1	8%	nt	5%	-2%	22%	-7%	0.0%	-11%	3.6%
Cc1cccc(C)c1NC(=O)N1CCCCCCC1	3%	0.3%	2%	-2%	7%	-6%	0.0%	2%	5.9%
CCOC(=O)c1cnc(-n2nc(C)cc2C)nc1NNc1cc(-c2ccccc2)nc(C)n1	nt	2.3%	-7%	7%	20%	0%	-0.4%	nt	7.7%
O=C(COc1ccc2ccccc2c1)N/N=C/C1CC=CCC1 (stereo not drawn)	9%	-4.3%	7%	-3%	0%	-2%	-0.3%	-7%	0.5%
CN(C)S(=O)(=O)c1ccc(C(=O)Oc2cc(=O)[nH]c3ccccc23)cc1	-3%	-2.5%	-7%	11%	-1%	-9%	0.6%	19%	1.6%
c1ccc(C2NCCc3ccccc32)cc1 (stereo not drawn)	0%	-2.8%	8%	8%	3%	-10%	-0.3%	-15%	-1.0%
COc1ccc(OC)c(C(c2nnnn2CCc2ccccc2)N2CCC(C(N)=O)CC2)c1 (stereo not drawn)	4%	3.6%	2%	10%	7%	-13%	-0.2%	-2%	0.8%
CCOCCCn1c(=S)[nH]c2cc(C(=O)N3CCC(C(N)=O)(N4CCCCC4)CC3)ccc2c1=O	-6%	1.4%	-2%	-6%	27%	-2%	0.0%	-5%	-0.7%
CCCCNC(C(=O)Nc1ccc(Cl)c([N+](=O)[O-])c1)c1ccccc1 (stereo not drawn)	24%	0.9%	-3%	9%	3%	-4%	-0.7%	-4%	4.2%
Cn1c(=O)c2c(nc(Br)n2C/C=N/NC(N)=S)n(C)c1=O	nt	nt	-8%	-7%	9%	-6%	-0.6%	nt	nt
O=C(c1cc([N+](=O)[O-])ccc1Cl)N1CCN(Cc2ccccc2)CC1	5%	nt	0%	10%	0%	-12%	-0.7%	-8%	0.7%
COc1ccc(C2=NN(c3ccccc3)C(=O)/C2=C\c2ccc(O)c(OC)c2)cc1	5%	-0.6%	-18%	6%	-1%	-3%	nt	9%	1.5%
CCOc1ccccc1N(CC(=O)NCCSCc1ccco1)S(=O)(=O)c1ccccc1	11%	nt	-7%	-1%	26%	4%	0.1%	-6%	4.1%
New compounds follow.
SMILES	MgcRacGAP inhibition	CSM14.1 death rescue	GPR35 antagonists	PhoP inhibition	SV40 large T antigen	LYP inhibition	West Nile virus CPE	Dengue-2 NS5 capping	RSV antiviral HEp-2	others
COCC(=O)N1CCc2ccc(NC(=O)c3ccc(C(F)(F)F)cc3)cc2C1	-19%	nt	nt	0%	6%	nt	-0.7%	-5%	4.2%
O=C(Cn1c2ccccc2c2nc3n(c(=O)c21)CCCS3)Nc1ccccc1	7%	nt	-5%	7%	13%	-12%	0.6%	0%	4.3%
NC(=O)c1ccc(NC(=O)CSc2nnc(-c3cccnc3)n2Cc2ccco2)cc1	6%	nt	15%	-5%	?	-4%	-0.1%	-21%	1.7%
CCN1CCN(c2nc(Nc3ccc(NC(C)=O)cc3)nc(Nc3ccc(NC(C)=O)cc3)n2)CC1	9%	nt	19%	-7%	22%	-6%	0.3%	1%	-1.0%
COc1cccc(C(=O)Nc2c[nH]c(=O)[nH]c2=O)c1	-2%	nt	-10%	3%	10%	-6%	0.1%	-2%	9.0%
COc1ccc(NC(=O)c2cn(CCC#N)nc2-c2cccs2)cc1	-6%	1.6%	2%	-2%	23%	-2%	-0.2%	3%	1.0%
Cc1cccc(C)c1NC(=O)C[N+](C)(C)CC(O)COc1cccc2ccccc12 (stereo not drawn)	4%	-1.9%	-1%	3%	4%	-5%	1.1%	0%	-0.4%
COc1cccc(-c2ccc(SCc3ccccn3)nn2)c1	-2%	-1.3%	6%	-3%	12%	-2%	-0.9%	-2%	6.0%

Screening results as filed in PubChem BioAssay.
